High-throughput results: PubChem BioAssay, National Center for Advancing Translational Sciences (NCATS)
FBPA coupling cs – coupling enzyme interference in Giardia aldolase counter-screen; coupling enzyme system counterscreen, AmpLite Red fluorescence; activity change, negative = inhibition, % at 58.2 µM, hits read low; 290,000 tested, 0.67% active; in the data active = activity change below about -30%; also: % is scaled to controls: 0 for no effect and ±100 for the full control effect
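Fluorescence at 525 nm excitation and 598 nm emission measured inhibition of the coupled detection system without aldolase. Compounds (at 57.5 uM final) were preincubated 10 min at room temperature with coupling enzyme reagent before a 20 min substrate/AmpLite Red step.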
Giardia killer – Giardia lamblia killing | Giardia lamblia trophozoite viability | AID 540267 | activity change, % at 7.66 µM, hits read low | 340,000 tested, 0.15% active; in the data active = activity change below about -80%; inconclusive = between about -30% and that limit;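 also: parasites exposed to compound for two days anaerobically before the ATP read; % is scaled to controls: 0 for no effect and ±100 for the full control effect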
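Killing of trophozoites was scored by loss of ATP luminescence after a 48 hrs anaerobic exposure to compounds at 37 deg C, using 100 cells per well.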
B2AR arrestin – recruits beta-arrestin to the human beta2-adrenergic receptor; P07550; beta-arrestin recruitment to beta2AR, cell-based reporter; Potency, µM (highest dose often 46.1 µM), without a hit: at the top dose activation, hits mostly activators; 330,000 tested, 0.02% active; AID 492947;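 also: potency is read from the fitted curve at half-maximal effect; 0% = DMSO controls and full agonism = EC100 isoproterenol or metaproterenol; nearly all actives have a fitted effect of over 65% in size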
KCNH2 3.1 inh – KCNH2 3.1 (human) potassium channel inhibition. U2OS KCNH2 3.1, thallium flux FluxOr; hits give low values. activity change, % (tested at about 1.8 µM). 340,000 tested, 0.95% active. AID 720553;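 active = maximum activity change below -70%; inconclusive = maximum activity change from -70% to -50%; inactive = maximum activity change above -50%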;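 also: thallium influx rate constant from kinetic fluorescence after stimulation buffer; % is scaled to controls: 0 for no effect and ±100 for the full control effect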
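Thallium flux read-out: FluxOr dye with Red40 quencher in HBSS/HEPES, 45 min at RT. Rate constants from kinetic reads were normalized to positive and negative DMSO controls. Cells: U2OS virally expressing the 3.1 isoform.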
hERG WT inh – inhibitors of human wildtype KCNH2 potassium channel; 340,000 tested, 0.37% active; U2OS, BacMam KCNH2, thallium flux FluxOr; hits give low values; activity change, % at 1.84 µM;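 active = maximum activity change below -70%; inconclusive = maximum activity change between -70% and -50%; inactive = maximum activity change above -50%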; also: % is scaled to controls: 0 for no effect and ±100 for the full control effect
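U2OS cells transduced with wild-type KCNH2 virus are loaded with FluxOr dye for 45 min, and thallium flux is measured in kinetic reads before and after stimulation buffer. Rate constants are normalized to DMSO controls.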
TRPV1 agonist – activates the human vanilloid receptor TRPV1; activation, % at 8.33 µM; Q8NER1; TRPV1-expressing cells, Fluo-8 calcium influx, agonist mode; 320,000 tested, 0.19% active; in the data active = activation above about 80%; inconclusive = between about 30% and that limit; also: 0% is about no effect
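TRPV1-expressing cells were cultured overnight at 35.5C and loaded with Fluo-8 calcium dye for 40 to 90 min at room temperature. After a 10 s baseline, compound was added and calcium influx was read kinetically for 3 min (ex 480/em 520 nm).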
PKM2 activator – increases activity of human pyruvate kinase M2 | Potency, µM (top dose mostly 57.5 µM), inactives show at the top dose activation, most hits filed as activators | 260,000 tested, 0.34% active | purified PKM2, Kinase-Glo ATP luminescence, activation; response scale: 0% is enzyme alone, no compound | AID 1631; also: potency is read from the fitted curve at half-maximal effect; % is scaled to controls: 0 for no effect and ±100 for the full control effect; nearly all actives have a fitted effect of over 55% in size
Target sequence (P14618 whole entry, looked up): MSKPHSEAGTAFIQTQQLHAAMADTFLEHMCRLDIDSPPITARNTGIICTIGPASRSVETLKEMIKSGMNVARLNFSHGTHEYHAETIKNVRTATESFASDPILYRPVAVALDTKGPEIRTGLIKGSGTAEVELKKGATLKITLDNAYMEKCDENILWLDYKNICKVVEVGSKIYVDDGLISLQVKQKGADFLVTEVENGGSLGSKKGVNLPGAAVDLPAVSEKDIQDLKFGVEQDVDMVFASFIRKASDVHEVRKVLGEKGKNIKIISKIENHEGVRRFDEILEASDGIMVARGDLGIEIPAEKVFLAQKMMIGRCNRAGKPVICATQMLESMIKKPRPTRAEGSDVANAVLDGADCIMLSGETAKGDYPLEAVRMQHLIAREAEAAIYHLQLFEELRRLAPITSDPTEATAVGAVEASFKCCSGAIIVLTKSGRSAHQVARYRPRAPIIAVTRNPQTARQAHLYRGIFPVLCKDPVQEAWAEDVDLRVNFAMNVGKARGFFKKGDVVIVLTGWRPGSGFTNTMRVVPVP
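Purified hPK-M2 (>95% pure) converted ADP (0.1 mM final) to ATP with 0.5 mM PEP in 50 mM imidazole pH7.2, KCl, MgCl2, Tween 20, BSA; 1 h at room temperature. ATP detected by Kinase-Glo luminescence.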
CXXC DNA block – blocks binding of human MLL CXXC domain to DNA; MLL-CXXC / FITC-HOXA9 DNA fluorescence polarization; Potency, µM (highest dose often 115 µM), without a hit: at the highest dose activity change, negative = inhibition, hits mostly inhibitors; 290,000 tested, 0.037% active; active = well fitted inhibition curve with a large enough effect in the polarisation, with a control signal flat, not every such curve was filed as active; inconclusive = small, poorly fitted or top-dose-only effect, or effect the other way, or a change in a side signal; inactive = no such curve, though single readings can be large or run the other way; the % refers to the polarisation; also: potency is read from the fitted curve at half-maximal effect
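Steps: dispense CXXC domain solution (7 uM) → pin compounds or unlabeled HOX-A9 DNA control → 5 min ambient → add FLSN-HOX-A9 solution (50 nM) → spin → 30 min ambient → fluorescence polarization. Tris pH 7.5/NaCl/DTT/BSA buffer.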
USP2a block – inhibitors of human ubiquitin-specific protease USP2a; O75604; USP2 core, Ub-CHOP2 coupled fluorogenic reporter, 485/531; Potency, µM (top dose mostly 38.3 µM), inactives show at the top dose activity change, negative = inhibition, actives largely listed as inhibitors; 330,000 tested, 0.01% active;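 also: potency is read from the fitted curve at half-maximal effect; plate controls were DMSO wells for no effect and full inhibition by NEM control for full effect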
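USP2 core (10nM final) preincubated 30min RT with compound in 20mM Tris-HCl pH 8.0, 2mM CaCl2, 2mM beta-mercaptoethanol, 0.05% CHAPS; 25nM Ub-CHOP2 plus 25nM reporter substrate added, fluorescence (Ex485/Em531) read after 60min.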
GALK inhibitor – blocks human galactokinase activity. AID 1868. Potency, µM (series often up to 57.5 µM), without a hit: top-dose activity change, negative = inhibition, actives largely listed as inhibitors. Purified GALK, Kinase-Glo residual ATP luminescence. 270,000 tested, 0.007% active. P51570; also: potency is read from the fitted curve at half-maximal effect; % is scaled to controls: 0 for no effect and ±100 for the full control effect
Target sequence (P51570 whole entry, looked up): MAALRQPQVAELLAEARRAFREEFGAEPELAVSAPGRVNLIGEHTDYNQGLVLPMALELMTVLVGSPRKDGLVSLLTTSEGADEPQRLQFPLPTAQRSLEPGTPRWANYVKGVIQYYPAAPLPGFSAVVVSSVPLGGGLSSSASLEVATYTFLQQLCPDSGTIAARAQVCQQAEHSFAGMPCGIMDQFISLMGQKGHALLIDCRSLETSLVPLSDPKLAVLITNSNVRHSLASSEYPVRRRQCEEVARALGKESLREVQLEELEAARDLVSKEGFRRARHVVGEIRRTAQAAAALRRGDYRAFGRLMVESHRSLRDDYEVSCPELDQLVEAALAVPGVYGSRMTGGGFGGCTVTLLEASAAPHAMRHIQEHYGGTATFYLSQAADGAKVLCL
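Galactose (100 uM) and ATP (35 uM) were turned over by 5 nM GALK for 1 h at RT. Kinase-Glo Plus then converted the remaining ATP into a luminescent signal.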
Menin-MLL TR inh – menin-MLL binding inhibition, Texas Red mutant peptide; AID 1768; Menin + Texas Red MLL mutant peptide, fluorescence polarization; 270,000 tested, 0.23% active; O00255; Potency, µM (series often up to 61.6 µM), inactives show at the highest dose FP activity change, negative = inhibition, actives largely listed as inhibitors; active = well fitted inhibition curve with a large enough effect in the polarisation, with a control signal flat, not every such curve was filed as active; inconclusive = small, poorly fitted or top-dose-only effect, or effect the other way, or a change in a side signal; inactive = no such curve, though single readings can be large or run the other way; the % refers to the polarisation; also: potency is read from the fitted curve at half-maximal effect; % of control where 0% means no effect; many of its hits are not listed in these tables
The depositor's hits bear a star; i = inactive; ? = inconclusive; . = no result given; [ ] = another dose, or the depositor's remark. Unless noted, calls follow the shape of the dose curve; as a rule, active = well fitted curve in the direction sought with a large enough effect; inconclusive = small, poorly fitted or top-dose-only effect, or another doubt; inactive = no such curve, though single readings can be large; an effect the other way counts as inactive or inconclusive. Only part of the results is shown, so the mix of outcomes need not match the whole.

The opening 7 records, ahead of the listing:
Key to letters – A = FBPA coupling cs; B = Giardia killer; C = B2AR arrestin; D = KCNH2 3.1 inh; E = hERG WT inh; F = TRPV1 agonist; G = PKM2 activator; H = CXXC DNA block; I = USP2a block; J = GALK inhibitor; K = Menin-MLL TR inh
mol: CCCCN(C)Cc1c(C)[nH]c2ccc(Cl)cc2c1=O
  A: 1; B: 2; C: -0.4%; D: -1; E: 26; F: -2; G: -2%; H: 2%; I: -1%; J: -2%; K: -5%
mol: COc1ccc(NC(=O)C2=CC(c3ccc(OC)cc3)=NS(=O)(=O)N2C)cc1
  A: 10; B: ?; C: -0.1%; D: 0; E: -7; F: 12; G: -6%; H: .; I: 0%; J: .; K: ?
mol: C/C(=N\OCc1nc2ccccc2c(=O)n1/N=C/c1cc(C)cc([N+](=O)[O-])c1O)c1ccccc1
  A: -3; B: -28; C: 7.9%; D: 3; E: -5; F: 8; G: -7%; H: -15%; I: -13%; J: 4%; K: .
mol: O=C(COC(=O)/C=C/c1ccccc1[N+](=O)[O-])NNC(=O)c1ccc(F)cc1
  A: .; B: -1; C: -0.3%; D: 3; E: -5; F: -1; G: .; H: .; I: 0%; J: .; K: .
mol: Cc1ccc(-c2c[n+](CC(=O)Nc3nc(-c4ccccc4)cs3)c3n2CCC3)cc1
  A: 1; B: 2; C: -0.3%; D: -6; E: 8; F: 3; G: 1%; H: 34%[activator]; I: 0%; J: .; K: .
mol: Cc1cc(NC(=O)CSc2nc3ccccc3c(=O)n2C2CCCC2)no1
  A: 4; B: 7; C: -0.7%; D: -8; E: 26; F: 22; G: -1%; H: 20%; I: -1%; J: 3%; K: 4%
mol: COc1ccc(NC(=O)N(C)C[C@H]2Oc3c(NC(=O)c4nc5ccccc5s4)cccc3C(=O)N([C@@H](C)CO)C[C@H]2C)cc1
  A: .; B: 12; C: -0.8%; D: -2; E: 2; F: .; G: .; H: .; I: 3%; J: .; K: .

This part in full, repeating the preview:
Key to letters – A = FBPA coupling cs; B = Giardia killer; C = B2AR arrestin; D = KCNH2 3.1 inh; E = hERG WT inh; F = TRPV1 agonist; G = PKM2 activator; H = CXXC DNA block; I = USP2a block; J = GALK inhibitor; K = Menin-MLL TR inh
mol: CCCCN(C)Cc1c(C)[nH]c2ccc(Cl)cc2c1=O
  A: 1; B: 2; C: -0.4%; D: -1; E: 26; F: -2; G: -2%; H: 2%; I: -1%; J: -2%; K: -5%
mol: COc1ccc(NC(=O)C2=CC(c3ccc(OC)cc3)=NS(=O)(=O)N2C)cc1
  A: 10; B: ?; C: -0.1%; D: 0; E: -7; F: 12; G: -6%; H: .; I: 0%; J: .; K: ?
mol: C/C(=N\OCc1nc2ccccc2c(=O)n1/N=C/c1cc(C)cc([N+](=O)[O-])c1O)c1ccccc1
  A: -3; B: -28; C: 7.9%; D: 3; E: -5; F: 8; G: -7%; H: -15%; I: -13%; J: 4%; K: .
mol: O=C(COC(=O)/C=C/c1ccccc1[N+](=O)[O-])NNC(=O)c1ccc(F)cc1
  A: .; B: -1; C: -0.3%; D: 3; E: -5; F: -1; G: .; H: .; I: 0%; J: .; K: .
mol: Cc1ccc(-c2c[n+](CC(=O)Nc3nc(-c4ccccc4)cs3)c3n2CCC3)cc1
  A: 1; B: 2; C: -0.3%; D: -6; E: 8; F: 3; G: 1%; H: 34%[activator]; I: 0%; J: .; K: .
mol: Cc1cc(NC(=O)CSc2nc3ccccc3c(=O)n2C2CCCC2)no1
  A: 4; B: 7; C: -0.7%; D: -8; E: 26; F: 22; G: -1%; H: 20%; I: -1%; J: 3%; K: 4%
mol: COc1ccc(NC(=O)N(C)C[C@H]2Oc3c(NC(=O)c4nc5ccccc5s4)cccc3C(=O)N([C@@H](C)CO)C[C@H]2C)cc1
  A: .; B: 12; C: -0.8%; D: -2; E: 2; F: .; G: .; H: .; I: 3%; J: .; K: .
mol: Cn1c(Cn2c(=O)sc3ccccc32)nnc1SCC(=O)NCCc1ccccc1
  A: 2; B: -3; C: -0.3%; D: -5; E: -3; F: -2; G: 7%; H: 16%; I: -1%; J: 0%; K: 4%
mol: O=C(O)CSC(C(=O)Nc1ccc(Br)cc1)c1ccccc1 (stereo not given)
  A: 16; B: -9; C: -0.1%; D: 6; E: i; F: 0; G: -3%; H: 2%; I: 1%; J: 1%; K: 21%
mol: COC(=O)c1cn(C(=O)c2ccc(C)cc2C)c2ccccc12
  A: -6; B: 12; C: 0.3%; D: -16; E: 17; F: 14; G: -10%; H: -1%; I: 0%; J: 3%; K: -17%
mol: CCCCCC(=O)Nc1ccc(N2CCOCC2)c(S(=O)(=O)Nc2ccc(OC)cc2)c1
  A: .; B: -4; C: 0.3%; D: 2; E: 0; F: 6; G: .; H: .; I: 0%; J: .; K: .
mol: Cc1ccccc1NC(=O)CSc1nnc(C)c(=O)[nH]1
  A: 4; B: 15; C: 0.1%; D: -3; E: i; F: -4; G: -1%; H: -4%; I: 2%; J: -1%; K: 3%
mol: COc1ccc(/C=C2\Sc3ccc(C(=O)N4CCOCC4)cc3N(C)C2=O)cc1
  A: -1; B: ?; C: 0.5%; D: -1; E: -15; F: 4; G: .; H: 12%; I: 2%; J: -1%; K: 9%
mol: Cc1cc(NC(=O)c2cc(-c3cccs3)on2)nn1Cc1ccc(Cl)cc1
  A: 4; B: 11; C: -2.0%; D: -11; E: -19; F: 0; G: -1%; H: -3%; I: 2%; J: 1%; K: 16%
mol: CC1=NNC(=O)C1C(c1ccc(Cl)cc1)C(C#N)C#N (stereo not given)
  A: 1; B: 7; C: 0.2%; D: 10; E: 8; F: -3; G: 1%; H: -3%; I: 3%; J: 1%; K: .
mol: COc1ccc(-c2cc(=O)oc3c(C)c(OC(=O)c4cccs4)ccc23)cc1
  A: 0; B: 4; C: -0.3%; D: -2; E: 2; F: 1; G: -2%; H: 171%[activator]; I: 3%; J: 1%; K: 0%
mol: CCc1nnc(NS(=O)(=O)c2ccc(N=Cc3c(C)[nH]n(-c4ccc(C)c(C)c4)c3=O)cc2)s1
  A: 6; B: -4; C: -0.8%; D: -1; E: -3; F: -1; G: -24%; H: 0%; I: ?; J: -2%; K: ?
mol: CCN(CC)S(=O)(=O)c1ccc(N2CCCC2)c(NS(=O)(=O)c2cccs2)c1
  A: -1; B: ?; C: 0.1%; D: -1; E: 14; F: 23; G: -11%; H: 3%; I: -1%; J: 8%; K: 3%
mol: COc1ccc(C)cc1NC(=O)CSc1ccc(-c2cccnc2)nn1
  A: -4; B: 3; C: -0.1%; D: 3; E: -8; F: ?; G: 4%; H: 5%; I: 2%; J: 0%; K: -9%
mol: CCCn1c(N)c(Sc2ccccc2[N+](=O)[O-])c(=O)n(CCC)c1=O
  A: 1; B: 8; C: -0.2%; D: -4; E: -3; F: 4; G: .; H: 11%; I: 2%; J: 2%; K: -9%
mol: N#CCC(=O)Nc1ccc(C(=O)OCC(=O)Nc2ccccc2Sc2ccccc2)cc1
  A: -1; B: -9; C: 0.2%; D: -4; E: -6; F: -1; G: 1%; H: 14%; I: -6%; J: -2%; K: ?
mol: CC(NC(=O)c1ccc(C#N)cc1)C1CC2CCC1C2 (stereo not given)
  A: 1; B: -1; C: -0.5%; D: 5; E: -8; F: -3; G: -1%; H: 4%; I: 0%; J: -1%; K: 0%
mol: CC(NC(=O)Cc1ccc(S(=O)(=O)N2CCOCC2)s1)c1ccc(Cl)c(Cl)c1 (stereo not given)
  A: .; B: -16; C: -0.9%; D: -10; E: -2; F: 19; G: .; H: .; I: 0%; J: .; K: .
mol: C(#Cc1ccccc1)Cn1nnc2ccccc21
  A: 2; B: -13; C: 0.0%; D: 6; E: 2; F: 18; G: -4%; H: -4%; I: 0%; J: 0%; K: 0%

Profiles as entered above. Order of screens: FBPA coupling cs	Giardia killer	B2AR arrestin	KCNH2 3.1 inh	hERG WT inh	TRPV1 agonist	PKM2 activator	CXXC DNA block	USP2a block	GALK inhibitor	Menin-MLL TR inh
Profile of CCCn1c(N)c(Sc2ccccc2[N+](=O)[O-])c(=O)n(CCC)c1=O : 1	8	-0.2%	-4	-3	4	.	11%	2%	2%	-9%
Profile of CC(NC(=O)Cc1ccc(S(=O)(=O)N2CCOCC2)s1)c1ccc(Cl)c(Cl)c1 (stereo not given) : .	-16	-0.9%	-10	-2	19	.	.	0%	.	.
